GRK2 inh – human GRK2 inhibition via aptamer displacement; P25098; bead flow cytometry, FAM-aptamer displacement from GRK2; inhibition of aptamer binding, % at 10 µM; 330,000 tested, 0.59% active;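 active means inhibition of aptamer binding above 40%, roughly 3 SD of noise, on plates passing a quality check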;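 further: median bead fluorescence of bound FAM aptamer so fluorescent compounds give negative values; no value below 0 was filed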
Target sequence (P25098 whole entry, looked up): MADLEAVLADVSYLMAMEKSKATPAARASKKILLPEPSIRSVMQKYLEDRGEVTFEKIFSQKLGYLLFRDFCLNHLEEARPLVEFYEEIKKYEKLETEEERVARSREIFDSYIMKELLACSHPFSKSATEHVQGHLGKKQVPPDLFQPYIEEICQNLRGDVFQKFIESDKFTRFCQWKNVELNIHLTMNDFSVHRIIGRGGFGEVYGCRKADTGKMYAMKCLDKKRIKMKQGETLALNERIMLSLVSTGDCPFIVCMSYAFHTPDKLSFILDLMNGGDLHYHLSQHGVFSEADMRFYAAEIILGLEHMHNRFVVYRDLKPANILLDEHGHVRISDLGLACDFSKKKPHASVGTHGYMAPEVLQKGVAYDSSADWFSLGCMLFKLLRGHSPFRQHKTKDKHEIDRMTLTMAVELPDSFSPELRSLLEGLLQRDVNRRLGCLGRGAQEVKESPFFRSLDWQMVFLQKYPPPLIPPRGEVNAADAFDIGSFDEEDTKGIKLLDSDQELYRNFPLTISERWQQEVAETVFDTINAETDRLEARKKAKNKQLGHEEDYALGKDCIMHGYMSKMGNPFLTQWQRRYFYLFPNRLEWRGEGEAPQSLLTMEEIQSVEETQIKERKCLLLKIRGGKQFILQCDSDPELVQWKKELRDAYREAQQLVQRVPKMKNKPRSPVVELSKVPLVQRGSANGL
Fam108B inh – blocks mouse Fam108B hydrolase in RBBP9 counter-screen. inhibition, % at 9.51 µM. recombinant Fam108B, FP-Rh probe fluorescence polarization. 300,000 tested, 0.33% active;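 active means inhibition above the screen mean inhibition plus 3 SD, computed separately per campaign, cut at about 18% in these data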;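 further: inhibitors lower polarization as less probe binds the enzyme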
GLD-1 RNA inh – GLD-1-TGE RNA interaction inhibition (C. elegans) | Q17339 | purified GLD-1 + fluorescein TGE RNA, fluorescence polarization | inhibition, % at 5.96 µM | 320,000 tested, 0.44% active;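 active means percent inhibition above a per-plate cutoff, the plate mean of test compounds plus 3 SD, cut at about 30% in these data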;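 further: 0% = DMSO wells with GLD-1 and probe and 100% = wells lacking GLD-1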
PME-1 primary – PME-1 (human) inhibition; Q9Y570; recombinant PME-1, FP-Rh probe fluorescence polarization; inhibition, % at 5.9 µM; 320,000 tested, 0.53% active;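 active means inhibition above the campaign mean of all compounds plus 3 SD, cut at about 26% in these data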;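 further: competitive labeling of PME-1 active site by serine hydrolase directed probe; 0% = PME-1 with DMSO and 100% = wells lacking PME-1 enzyme; inhibitors block probe labeling so polarization falls and inhibition rises; many of its hits are not listed in these tables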
MCL1-BIM inh – MCL1-BIM-BH3 interaction inhibition (human); 320,000 tested, 0.68% active; GST-MCL1 / FITC-Bim-BH3 fluorescence polarization; Q07820; inhibition, % at 10.9 µM;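 active means inhibition above the mean inhibition of all tested compounds plus 3 SD, set per campaign, cut at about 40% in these data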;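 further: 0% = DMSO wells and 100% = unlabeled Bim-BH3 peptide control; higher means more loss of mP so more displacement of Bim peptide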
Target sequence (Q07820 whole entry, looked up): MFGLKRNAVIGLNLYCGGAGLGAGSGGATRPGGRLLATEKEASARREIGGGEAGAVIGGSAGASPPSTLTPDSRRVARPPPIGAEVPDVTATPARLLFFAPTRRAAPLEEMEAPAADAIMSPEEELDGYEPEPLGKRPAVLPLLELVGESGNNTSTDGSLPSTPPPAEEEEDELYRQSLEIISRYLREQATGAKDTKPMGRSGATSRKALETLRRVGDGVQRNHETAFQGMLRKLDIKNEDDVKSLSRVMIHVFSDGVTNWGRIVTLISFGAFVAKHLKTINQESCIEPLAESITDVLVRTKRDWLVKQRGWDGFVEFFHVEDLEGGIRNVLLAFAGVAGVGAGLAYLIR
MEX-5 binding – C. elegans MEX-5 TCR-2 RNA binding activity | MEX-5/FITC-TCR2 RNA binding, fluorescence polarization; hits give low values | activity score (negative = inhibition of binding), % at 10 µM | 300,000 tested, 0.38% active | AID 1832;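 active means inhibition past about -25% in most replicates, and total fluorescence under double the plate's negative control median, limit read from the data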;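 further: 0% = DMSO and -100% = 5 µM competing unlabeled TCR2 RNA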
Bcl-xL primary – inhibitors of human Bcl-xL; Q07817; GST-Bcl-xL / FITC-Bim BH3 peptide fluorescence polarization; inhibition, % at 10.9 µM; 320,000 tested, 0.7% active;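 active means inhibition above the mean of all tested compounds plus 3 SD, cutoff set per campaign, cut at about 30% in these data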;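 further: 0% = DMSO wells and 100% = unlabeled Bim-BH3 peptide competitor; inhibitors lower millipolarization by displacing the labeled peptide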
VLA-4 inh – inhibition in a human VLA-4 binding assay | VLA-4 expressing cells, ligand binding flow cytometry | 330,000 tested, 0.2% active | inhibition, % (about 7 µM as worked out from the volumes in the protocol) | P13612; in the data active means inhibition above about 50%
Efflux pump mplx – blocks antifungal efflux pumps in multiplex yeast assay | AID 485275 | S. cerevisiae Candida pump triplex, Nile Red efflux | inhibition, % at 10 µM | 330,000 tested, 0.44% active;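 active means plate passing quality check with inhibition over a set limit, or well fluorescence over plate mean plus 4 SD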;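 further: Nile Red retained in pooled yeast measured as flow cytometry median fluorescence; 0% = buffer negative control and 100% = Enniatin B positive control; higher means more Nile Red kept so more efflux inhibition; some compounds called inactive have numbers as strong as hits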
* hit, by the source's call; · = no result given. Some of the compounds tested, so the mix of outcomes need not match the whole.

SMILES	GRK2 inh	Fam108B inh	GLD-1 RNA inh	PME-1 primary	MCL1-BIM inh	MEX-5 binding	Bcl-xL primary	VLA-4 inh	Efflux pump mplx
CCCOc1c(Br)cc(C(=O)OCC(=O)NC2CC2)cc1OC	0	4	4	-5	-1	-1.8	3	-4	0.1
Cc1ccc(-n2cc(CNC(C)c3cnn(C)c3)c(-c3ccc(F)cc3)n2)cc1 (stereo not given)	6	-2	-7	-3	-11	-1.2	-8	-1	0.1
CCCCOc1ccc(NS(=O)(=O)c2ccc(-n3cnnn3)cc2)cc1	0	-1	0	-10	-2	-3.7	-9	23	0.0
Cc1cccc(/C=N/NC(=O)C(C)Nc2cccc3ccccc23)n1 (stereo not given)	2	3	3	2	32	-3.6	2	5	0.0
C=CCSc1nc2sc3c(c2c(=O)n1-c1ccc(C)cc1)CCN(C)C3	2	·	·	·	·	1.4	·	-6	0.1
CCOC(=O)CN1N=C(/C=C/c2ccc(C)cc2)CCC1=O	1	-3	7	-8	1	-2.3	7	3	0.0
CN(CC(=O)O/N=C(\N)c1ccc([N+](=O)[O-])cc1)S(=O)(=O)c1ccccc1	4	2	5	-4	1	0.3	7	1	-0.1
CC1SC(c2ccc(Cl)cc2Cl)NC1=O (stereo not given)	0	-2	0	1	-1	0.2	-1	23	-0.1
COC(=O)Cc1ccc(NC(=S)NC2CC2)cc1	1	2	-3	5	1	-0.3	0	20	0.0
COC(=O)c1ccc(NS(=O)(=O)c2cc3c4c(c2)CCC(=O)N4CCC3)cc1	2	-6	-2	-5	-1	-1.2	4	10	0.1
FC(F)Oc1ccc(C2N=C(c3ccccc3)NO2)cc1 (stereo not given)	0	-1	7	-5	11	1.5	9	-19	0.1
CCOc1cc(C(=O)N2CCC(CC3CC(c4cccc(Br)c4)=NO3)(C(=O)NCC3CCCCC3)CC2)cc(OCC)c1OCC (stereo not given)	0	-10	13	-3	6	3.5	1	4	0.2
O=C(NCCCn1ccnc1)c1cc(S(=O)(=O)N2CCOCC2)ccc1F	0	3	-4	4	3	1.9	6	14	0.1
COc1cccc(N2CCN(Cc3ccco3)CC2)c1	0	·	·	·	·	0.9	·	7	0.1
CCOC(=O)c1cc(-c2ccc(OC)cc2)n[nH]1	0	1	4	2	2	3.3	0	-16	0.3
COc1ccc(-n2ncc3c(=O)n(CC(C)=O)cnc32)cc1	3	4	0	-4	-1	-1.0	4	21	0.0
CC(=O)c1cccc(CN2CCN(C3CCCC3)C(CCO)C2)c1 (stereo not given)	0	-2	7	1	4	2.7	0	19	-0.1
CCC(C)NC(=O)C1CCC(CNS(=O)(=O)c2ccc3c(c2)N(C(C)=O)CCO3)CC1 (stereo not given)	0	-3	0	1	-1	0.0	-1	-8	0.2
CC(C)(C)c1cc(=O)[nH]c(SCc2ccccc2)n1	2	-2	6	2	8	2.8	5	2	-0.1
CSc1ncc(CN2CCN(CCC(C)C)C(CCO)C2)cn1 (stereo not given)	0	3	11	4	0	0.1	0	3	0.1

The closing three records of the part above lead into the next.
SMILES	GRK2 inh	Fam108B inh	GLD-1 RNA inh	PME-1 primary	MCL1-BIM inh	MEX-5 binding	Bcl-xL primary	VLA-4 inh	Efflux pump mplx
CCC(C)NC(=O)C1CCC(CNS(=O)(=O)c2ccc3c(c2)N(C(C)=O)CCO3)CC1 (stereo not given)	0	-3	0	1	-1	0.0	-1	-8	0.2
CC(C)(C)c1cc(=O)[nH]c(SCc2ccccc2)n1	2	-2	6	2	8	2.8	5	2	-0.1
CSc1ncc(CN2CCN(CCC(C)C)C(CCO)C2)cn1 (stereo not given)	0	3	11	4	0	0.1	0	3	0.1
CC(C)[C@H]1COCCS(=O)(=O)N1Cc1ccccc1F	4	0	-4	-5	1	-2.1	4	2	-0.1
CCOc1ccc(N(CC(=O)Nc2cc(OC)cc(OC)c2)S(=O)(=O)c2c(C)[nH]c(=O)[nH]c2=O)cc1	2	-3	14	-4	4	1.0	5	-30	0.2
COC(=O)c1ccc(OCc2nn[nH]n2)cc1	0	-2	9	-7	12	2.1	-1	8	-0.1
COC(=O)C1=C(O)/C(=C\c2ccc(CNS(=O)(=O)c3ccc(Cl)cc3)o2)N=C1C	4	-2	8	3	26	-2.6	20	0	-0.2
CCOC(=O)C1CCN(C(=O)c2oc3ccc4c(c3c2C)C(O)CC2(CCCCC2)O4)CC1 (stereo not given)	1	1	7	-1	-2	1.0	-7	-2	0.1
Cc1sc(NC(=O)c2ccco2)c(CN2CCN(Cc3ccccc3)CC2)c1C	0	8	8	6	1	2.5	1	-12	0.0
C=CCc1c(OC(C)=O)c2ccccc2n(C)c1=O	3	-4	9	9	2	0.4	4	9	0.4
CCNC(=S)N1CCN(CCN=CC2=C(O)CC(c3cccs3)CC2=O)CC1 (stereo not given)	0	1	7	6	12	0.6	6	8	-0.1
COc1ccc(NC(=O)CSc2nc3c(sc4ccccc43)c(=O)n2CCCN2CCCC2)cc1	0	2	3	2	10	2.5	10	5	-0.1
CC(C)Cc1nn2c(=O)cc(CSCC(=O)Nc3ccccc3F)nc2s1	2	-2	2	7	7	0.6	3	11	-0.2
Cc1ccc(-n2c(SCC(=O)N3CCCCC3)nc(O)c(Cc3ccccc3)c2=O)cc1	7	-9	0	-15	6	0.0	4	-5	0.0
CCOc1ncccc1C(=O)N(CC)CC(=O)NCc1ccc(F)cc1	0	0	2	2	4	-1.4	4	3	0.1
CCCC(=O)Nc1cc(-c2cn3cccnc3n2)ccc1OC	0	1	3	4	0	-5.1	-2	1	-0.1
C#CCSc1nnc(-c2ccc(O)cc2)o1	1	2	2	-1	-4	0.0	4	14	-0.2
COc1cc(-c2ncc3ccccn23)cc(OC)c1OC	1	1	-1	1	10	-3.6	10	9	-0.1
CC12CN(C(=O)c3ccccc3Br)CC(C)(CN(C(=O)c3ccccc3Br)C1)C2=O	0	2	9	0	-4	3.0	-2	-1	-0.1
COc1ccc(Nc2nc(Cl)nc(Nc3ccc(OC)cc3OC)n2)c(OC)c1	0	14	-4	18	7	-0.6	7	-5	-0.2
COc1ccc(CC2(CO)CCN(C(=O)NCc3ccccc3)CC2)cc1	3	-5	5	6	-8	-0.2	-2	5	0.0
Cc1ccccc1OCC(=O)N(Cc1nnc(-c2ccc(Cl)cc2)o1)C(C)C	0	·	5	-3	5	·	6	-2	-0.1
O=C(c1ccco1)N1N=C(c2ccncc2)CC1(O)C(F)(F)F (stereo not given)	1	-3	-6	1	-24	-1.2	-9	19	0.0
CCN1C(=O)c2cccc3c(NC(=O)C(C)(C)C)ccc1c23	1	-5	3	-3	-2	0.8	3	-11	0.0
Cc1ccc(C(=O)OCC(=O)N2CCc3ccccc32)cc1	0	-2	4	-3	1	-4.4	7	0	0.0
COC1=CC(=O)CC(C)C12Oc1c(Cl)c(OC)cc(OC)c1C2=O (stereo not given)	5	0	5	-5	-1	-1.1	6	-7	-0.1
O=C(c1ccccc1)n1ccc2ccccc21	3	-3	-4	-1	0	0.9	8	-15	-0.1
Cc1cc(C)n2nc(SCc3cc(=O)oc4cc(C)c(C)cc34)nc2n1	0	-5	-2	4	1	1.0	5	4	-0.2
CCCC(=O)Nc1cc2c3c(c1)CC(=O)N3CCC2	1	1	-3	-5	-1	-1.6	4	31	-0.1
O=C(Cn1nnc(-c2cc(C(F)(F)F)cc(C(F)(F)F)c2)n1)NNC(=S)Nc1ccc(Cl)cc1	1	8	10	6	8	3.9	6	11	-0.2
O=C(c1nc2ccccn2c1CN1CCN(c2ccccc2O)CC1)N1CCCC1	0	-2	-3	-3	1	-0.8	2	-2	0.1
O=C(Cn1c(=O)sc2ccccc21)NCc1ccco1	0	1	0	-3	-5	1.8	-1	12	-0.1
COc1ccc(N2C(N)=NC(N)=NC23CCCC3)cc1	0	4	-1	-3	-5	-0.3	3	-5	-0.1
CC(Oc1ccc(Cl)cc1Cl)C(=O)Nc1cccnc1 (stereo not given)	1	7	-1	1	3	-5.2	7	22	0.1
CCc1c(C)nc2nc(SCc3ccccc3)[nH]n2c1=O	0	2	1	-1	8	0.3	4	2	-0.1
COc1ccc([C@@H]2C[C@H]3CN(Cc4ccccc4OC)C(=O)[C@]34CCCN24)cc1C	0	-1	-9	-2	-2	-3.7	1	6	-0.1
CCOC(=O)/C(C#N)=C/c1cccc([N+](=O)[O-])c1	0	6	4	2	-3	-1.2	0	11	-0.1
CCCCCc1ccc(-c2cn(CCCOCc3ccccc3)nn2)cc1	1	-2	1	-7	3	0.3	4	2	0.0
CCCCOc1ccc(N2C(=O)CC(N(O)c3ccccc3)C2=O)cc1 (stereo not given)	2	0	-4	-3	3	-0.3	-2	-9	-0.1
Nc1nc(N2CCN(c3ccccc3)CC2)n[nH]1	0	8	-4	0	-3	-3.5	1	14	0.4
OCCNCCOCCOc1ccccc1-c1ccccc1	2	-4	-1	-3	-5	-2.1	9	1	0.1
Cc1ccc(Nc2c(-c3cccnc3)nc3ccc(Br)cn23)cc1	0	0	4	1	2	-0.6	-3	-3	-0.1
NC(=O)CC[C@H](NC(=O)c1ccc(F)cc1)C(=O)N1CCN(Cc2ccc3c(c2)OCO3)CC1	0	·	6	·	·	·	·	0	-0.1
CC(CC(=O)O)CC(=O)Nc1cccc([N+](=O)[O-])c1 (stereo not given)	3	-1	0	-3	0	0.7	0	10	0.1
CC(NC(=O)c1ccc(F)cc1)c1ccccc1 (stereo not given)	1	1	-4	-4	2	-0.7	-3	10	0.1
CC(C)(C)c1ccc(S(=O)(=O)N2CCC(c3nc4ccc(Cl)cc4[nH]3)CC2)cc1	2	-57	-2	-71	0	1.5	2	15	0.0
COc1ccc(CCNC(=O)C/C(C)=N/NC(=O)c2ccc([N+](=O)[O-])cc2Cl)cc1OC	0	3	4	2	9	-1.2	2	-2	-0.1
O=C1C=CC(=O)N1c1ccc(OC(F)F)cc1	3	-2	-3	0	7	·	5	15	0.5
Cc1[nH]c2ccccc2c1/C=C/C(=O)c1ccccc1	0	8	-21	8	-11	·	-5	-470	-0.5
CCCn1c(=S)[nH]c2cc(C(=O)N3CCN(c4ccccc4OC)CC3)ccc2c1=O	0	8	5	6	9	-2.1	1	15	0.0
CCCCc1cc(=O)oc2cc(C)cc(OC(C)C(=O)NC(Cc3c[nH]c4ccc(O)cc34)C(=O)O)c12 (stereo not given)	4	0	5	0	4	0.0	-1	2	0.0
Cc1ccc(N(CC(=O)NC2CCCC2)C(=O)CNC(=O)c2cccs2)c(C)c1	2	-1	-1	-2	7	1.5	6	9	0.0
CC(=O)NS(=O)(=O)c1ccc(NC(=O)CCC(=O)Oc2ccc(C)cc2)cc1	0	-1	-3	1	-6	1.2	-2	0	0.0
COc1ccc(OCCC(=O)N2CCN(C)CC2)cc1	2	1	3	-8	4	1.3	-2	-5	-0.1
O=c1oc2cc(OCc3nn[nH]n3)ccc2c2c1CCCC2	3	4	-6	1	2	3.9	5	37	0.0
CCC(CO)NC(=O)c1cc2c(s1)CCC2 (stereo not given)	0	-5	-5	-4	-2	2.2	3	0	0.0
CC1(C)N=C(c2cccc(F)c2)C(=O)N1	0	-3	3	4	11	0.7	-2	-7	0.1
O=C(Nc1nc2c(Br)cc(Br)cc2c(=O)s1)C1CCC1	1	1	-7	-6	7	-1.1	7	24	-0.2
Cn1c(=O)c2[nH]c(NCC3CCCO3)nc2n(-c2ccccc2)c1=O (stereo not given)	0	3	-9	-2	4	1.4	6	0	0.2

Screening results as filed in PubChem.
